M1 ag – M1 muscarinic receptor agonism. hit rate 3% among 64,000. B-score at 10 µM. CHO-M1 cells, Fluo-4 calcium fluorescence, agonist mode; hits give high values. AID 626;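 active means fluorescence rise, raw or as B-score row- and column-corrected plate score, outside the 99.7% band of its plate's samples, either direction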
M1 antagonist – blocks the rat M1 muscarinic receptor response to acetylcholine. P08482. CHO-M1 cells, Fluo-4 calcium, ACh EC80 antagonist mode; hits give low values. B-score at 10 µM. hit rate 3.4% among 64,000;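 active means calcium fluorescence response, raw or row-and-column corrected B-score, differing from the plate sample mean either way at a set confidence level, mostly lower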
Target sequence (P08482 whole entry, looked up): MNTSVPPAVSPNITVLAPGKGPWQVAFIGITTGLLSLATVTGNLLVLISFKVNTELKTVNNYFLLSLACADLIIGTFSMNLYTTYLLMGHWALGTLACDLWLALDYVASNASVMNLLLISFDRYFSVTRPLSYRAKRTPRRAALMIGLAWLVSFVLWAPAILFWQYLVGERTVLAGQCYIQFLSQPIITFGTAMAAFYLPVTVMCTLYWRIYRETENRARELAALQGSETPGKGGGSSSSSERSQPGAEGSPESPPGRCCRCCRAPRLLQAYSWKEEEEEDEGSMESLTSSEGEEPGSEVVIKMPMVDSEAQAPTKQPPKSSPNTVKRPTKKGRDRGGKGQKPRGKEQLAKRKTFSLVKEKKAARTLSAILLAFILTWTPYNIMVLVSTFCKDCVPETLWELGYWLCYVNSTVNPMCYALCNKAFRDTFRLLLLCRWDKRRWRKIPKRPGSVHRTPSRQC
HTR1A agonist – activates the human 5-HT1a serotonin receptor | P08908 | CHO 5-HT1a Ga15 NFAT-bla reporter, FRET ratio; 0% basal, 100% maximal reference agonist | activation, % at 10 µM | hit rate 0.56% among 65,000 | AID 567;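 active means activation above the screen-wide mean activation plus 3 SD, cut at about 19% in these data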;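 further: 0% = DMSO wells and 100% = 5-CT at EC100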
Target sequence (P08908 whole entry, looked up): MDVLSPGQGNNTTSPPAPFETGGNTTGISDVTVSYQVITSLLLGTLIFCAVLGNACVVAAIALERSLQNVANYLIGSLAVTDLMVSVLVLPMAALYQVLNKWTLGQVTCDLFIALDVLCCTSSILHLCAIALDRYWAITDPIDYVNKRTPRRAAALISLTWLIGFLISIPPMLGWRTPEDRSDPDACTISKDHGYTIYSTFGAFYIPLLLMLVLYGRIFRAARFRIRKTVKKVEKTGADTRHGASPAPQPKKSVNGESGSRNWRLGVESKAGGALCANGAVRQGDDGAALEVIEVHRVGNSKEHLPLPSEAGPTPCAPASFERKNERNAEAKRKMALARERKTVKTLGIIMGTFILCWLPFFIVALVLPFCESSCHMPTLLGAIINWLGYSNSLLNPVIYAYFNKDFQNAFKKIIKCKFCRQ
5HT1E antag – blocks the human 5-HT1E serotonin receptor; hit rate 0.99% among 65,000; inhibition, % at 6 µM; CHO 5-HT1E Ga15 NFAT-bla reporter, FRET, antagonist;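 active means inhibition above a set limit, the mean inhibition across every tested compound plus 3 SD, cut at about 29% in these data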;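 further: signal is the 460 over 535 nm emission ratio of beta-lactamase substrate; 0% = agonist plus DMSO wells and 100% = wells without agonist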
S1P3 agonist – agonists of human S1P3 receptor | S1P3 NFAT-BLA reporter cells, agonism, FRET ratio; relative to 1 µM S1P, basal subtracted | activation, % at 4.5 µM | hit rate 0.1% among 60,000;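 active means activation above the screen-wide mean plus 3 SD, cut at about 4.5% in these data, passing the limit was not always enough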; further: some compounds called inactive have numbers as strong as hits
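Assay system: CHO cells stably expressing human S1P3, Gα16 and NFAT-β-lactamase reporter. Timing: overnight plating, 4 h compound 37 °C, 2 h substrate RT. Signal: β-lactamase FRET emission ratio 460/535 nm. Measure: percent activation versus median 1 µM S1P response, basal-subtracted, per plate. Repeats: primary screen single test, confirmation screen in triplicate.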
S1P1 ag pot – activates or potentiates agonism at human S1P1 receptor; P21453; hit rate 0.57% among 56,000; AID 449; S1P1 CRE-bla cells, forskolin, beta-lactamase FRET, potentiator mode; S1P1 agonist co-added at EC20, 2 nM; 100% = saturating reference agonist, 0% = basal; activation, % at 9.5 µM;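 active means activation above a cutoff set at the mean activation of all tested compounds plus 3 SD, cut at about 54% in these data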;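 further: forskolin at 4 µM as EC80 and the EC20 agonist is SEW2871; 100% = SEW2871 at its EC100 plus forskolin at EC80; some compounds past the cut are filed as inactive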
Jurkat tox 60K – cytotoxic compounds reducing Jurkat cell viability; hit rate 1.2% among 56,000; Jurkat E6.1 viability, ATP luminescence, 48 h; inhibition, % at 4 µM;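 active means inhibition above the mean inhibition of all tested compounds plus 3 SD, cut at about 28% in these data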
5-HT1A blocker – antagonists of human 5-HT1a serotonin receptor | P08908 | AID 612 | hit rate 0.68% among 62,000 | CHO 5-HT1a Ga15 NFAT-bla reporter, antagonist mode | inhibition, % at 10 µM;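 active means inhibition above the mean of all tested compounds plus 3 SD, cut at about 43% in these data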;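 further: receptor stimulated by 5-CT agonist at 100 nM near EC80; beta-lactamase reporter measured by ratiometric fluorescence of a cleavable substrate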
5HT1E ag – activates the human 5-HT1E serotonin receptor; activation, % at 6 µM; CHO 5-HT1E Ga15 NFAT-bla reporter, FRET; 0% DMSO wells, 100% control agonist wells; AID 574; P28566; hit rate 0.69% among 65,000;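 active means activation above a set limit, the screen-wide mean activation plus 3 SD, cut at about 8.5% in these data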;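 further: 100% = positive control agonist at 1 µM giving full maximal response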
Active calls of the source: *. An unsorted share of the library; overall some 8.9% were active at least once.

Cn1cccc1Cc1nnc(SCC(=O)Nc2ccc(Cl)cc2)n1-c1ccc(F)cc1 was read as M1 ag 0.065, M1 antagonist -0.507, HTR1A agonist -0.4, 5HT1E antag 3.8, S1P3 agonist 0.0, S1P1 ag pot 5.5, Jurkat tox 60K -5.7, 5-HT1A blocker 8.0 and 5HT1E ag 0.9.
COCCNC(=O)C(c1ccc(C)cc1)N(C(=O)CCC(=O)Nc1ccccn1)C1CCCC1 (configuration not stated) was read as M1 ag -0.61, M1 antagonist -0.61, HTR1A agonist -0.1, 5HT1E antag 4.7, S1P3 agonist -1.3, S1P1 ag pot 26.8, Jurkat tox 60K 6.6, 5-HT1A blocker 13.6 and 5HT1E ag -0.2.
For Cc1cc(C(=O)OCC(=O)Nc2ncc(C(F)(F)F)cc2Cl)c(C)o1 the results were M1 ag -0.0713, M1 antagonist 0.797, HTR1A agonist -3.3, 5HT1E antag -0.3, S1P3 agonist -1.7, S1P1 ag pot 6.7, Jurkat tox 60K 4.0, 5-HT1A blocker -2.5 and 5HT1E ag -0.9.
Screening Cc1sc2nc(N)sc2c1C returned M1 ag 0.172, M1 antagonist 0.432, HTR1A agonist -1.9, 5HT1E antag -3.6, S1P3 agonist 0.1, S1P1 ag pot 8.6, Jurkat tox 60K 1.4, 5-HT1A blocker 5.9 and 5HT1E ag 0.1.
Screening COc1cc(C(O)c2nc3ccccc3n2C)cc(OC)c1OC (configuration not stated) returned M1 ag 1.37, M1 antagonist -0.0221, HTR1A agonist -3.0, 5HT1E antag -5.0, 5-HT1A blocker -1.4 and 5HT1E ag -1.0.
For Clc1cccc(N2CCN(Cc3nc(-c4ccccc4)no3)CC2)c1 the results were M1 ag -0.247, M1 antagonist -0.0135, HTR1A agonist -0.1, 5HT1E antag 6.7, S1P3 agonist -1.8, S1P1 ag pot 6.6, Jurkat tox 60K -0.2, 5-HT1A blocker 4.9 and 5HT1E ag -0.7.
`O=C1c2ccccc2C(Nc2ccc(Cl)cn2)N1c1cccnc1` (configuration not stated) gave M1 ag 1.3, M1 antagonist -0.00154, HTR1A agonist -2.4, 5HT1E antag 9.4, S1P3 agonist -0.8, S1P1 ag pot -16.6, Jurkat tox 60K 3.9, 5-HT1A blocker 2.2 and 5HT1E ag -0.2.
CCOC(=O)c1c(NC(=O)c2cc(C3CC3)on2)sc(C(C)=O)c1C was read as M1 ag -0.258, M1 antagonist 0.365, HTR1A agonist -0.5, 5HT1E antag -5.5, S1P3 agonist -0.5, S1P1 ag pot 1.8, Jurkat tox 60K -1.1, 5-HT1A blocker -0.4 and 5HT1E ag 0.9.
O=C(O)CCC(=O)c1ccc2c(c1)OCCO2 was read as M1 ag -0.661, M1 antagonist 0.289, HTR1A agonist 0.0, 5HT1E antag -5.9, S1P3 agonist -0.3, S1P1 ag pot -1.2, Jurkat tox 60K 0.0, 5-HT1A blocker -11.8 and 5HT1E ag 1.1.
`CCC(C)N1CC23C=CC(O2)C(C(=O)OCc2ccccc2)C3C1=O` (configuration not stated) gave M1 ag 0.732, M1 antagonist 1.41, HTR1A agonist -0.1, 5HT1E antag 0.0, 5-HT1A blocker 2.1 and 5HT1E ag 0.2.
Screening O=C(CCCCCn1c(=S)[nH]c2cc3c(cc2c1=O)OCO3)N1CCN(C(=O)c2ccco2)CC1 returned M1 ag 1.19, M1 antagonist -0.392, HTR1A agonist 4.2, 5HT1E antag 6.1, 5-HT1A blocker -2.8 and 5HT1E ag -1.1.
Screening CCOC(=O)c1cc(NC(=O)SCC(=O)O)c(C)nc1C returned M1 ag -0.341, M1 antagonist -0.294, HTR1A agonist -1.4, 5HT1E antag -4.3, 5-HT1A blocker -1.2 and 5HT1E ag 0.1.

Part of the list above in order of heavy-atom count, low to high.
Screening COc1cc(C(O)c2nc3ccccc3n2C)cc(OC)c1OC (configuration not stated) returned M1 ag 1.37, M1 antagonist -0.0221, HTR1A agonist -3.0, 5HT1E antag -5.0, 5-HT1A blocker -1.4 and 5HT1E ag -1.0.
For Clc1cccc(N2CCN(Cc3nc(-c4ccccc4)no3)CC2)c1 the results were M1 ag -0.247, M1 antagonist -0.0135, HTR1A agonist -0.1, 5HT1E antag 6.7, S1P3 agonist -1.8, S1P1 ag pot 6.6, Jurkat tox 60K -0.2, 5-HT1A blocker 4.9 and 5HT1E ag -0.7.
Screening O=C(CCCCCn1c(=S)[nH]c2cc3c(cc2c1=O)OCO3)N1CCN(C(=O)c2ccco2)CC1 returned M1 ag 1.19, M1 antagonist -0.392, HTR1A agonist 4.2, 5HT1E antag 6.1, 5-HT1A blocker -2.8 and 5HT1E ag -1.1.

Remaining list, next part
CN(C)c1ccc(N=Cc2ccco2)cc1 was read as M1 ag -0.523, M1 antagonist -0.0303, HTR1A agonist -5.1, 5HT1E antag 1.7, S1P3 agonist -1.7, S1P1 ag pot -7.5, Jurkat tox 60K -7.1, 5-HT1A blocker -1.0 and 5HT1E ag -0.8.
`COc1ccc2c(C(=O)CN3CCN(CCO)CC3)c[nH]c2c1` gave M1 ag -0.0688, M1 antagonist -0.435, HTR1A agonist -6.1, 5HT1E antag -7.6, S1P3 agonist -0.7, S1P1 ag pot 10.7, Jurkat tox 60K -8.2, 5-HT1A blocker -9.5 and 5HT1E ag 0.8.
For O=C(Nc1ccccc1C(=O)NCC1CCCO1)c1ccco1 (configuration not stated) the results were M1 ag 0.0415, M1 antagonist 0.24, HTR1A agonist -1.1, 5HT1E antag 6.3, S1P3 agonist -0.4, S1P1 ag pot -13.5, Jurkat tox 60K 2.2, 5-HT1A blocker -0.7 and 5HT1E ag -0.1.
For O=C(Cn1ccc2ccccc2c1=O)NCCC(=O)NC1CCN(Cc2ccccc2)CC1 the results were M1 ag -0.0322, M1 antagonist -0.467, HTR1A agonist -0.2, 5HT1E antag 0.3, S1P3 agonist 0.6, S1P1 ag pot 4.4, Jurkat tox 60K -5.4, 5-HT1A blocker -10.4 and 5HT1E ag 11.1*.
For CC12CC(c3ccccc3O1)C(C(=O)N1CCOCC1)C(=O)N2 (configuration not stated) the results were M1 ag -0.0136, M1 antagonist -0.194, HTR1A agonist -2.0, 5HT1E antag 6.0, S1P3 agonist -1.1, S1P1 ag pot -18.0, Jurkat tox 60K -4.4, 5-HT1A blocker 8.2 and 5HT1E ag -0.6.
Screening CC1=C(C(=O)NC2CCC(C)CC2)C2(CCC(C)CC2)OC1=O (configuration not stated) returned M1 ag 0.92, M1 antagonist -0.385, HTR1A agonist 0.5, 5HT1E antag 12.2, S1P3 agonist -0.8, S1P1 ag pot -12.8, Jurkat tox 60K 11.7, 5-HT1A blocker 2.6 and 5HT1E ag 0.2.
O=C1CC(c2ccccc2)CC(O)=C1C=NCCN1CCN(C(=O)Nc2ccccc2)CC1 (configuration not stated) was read as M1 ag -0.572, M1 antagonist -0.543, HTR1A agonist -3.2, 5HT1E antag 3.3, S1P3 agonist -1.4, S1P1 ag pot 6.3, Jurkat tox 60K 6.8, 5-HT1A blocker -2.2 and 5HT1E ag -0.2.
Screening O=C(O)C1CCCN1C(=O)Nc1ccccc1 (configuration not stated) returned M1 ag -0.386, M1 antagonist -0.0194, HTR1A agonist -1.9, 5HT1E antag -8.8, S1P3 agonist 0.1, S1P1 ag pot 27.1, Jurkat tox 60K -3.0, 5-HT1A blocker 1.2 and 5HT1E ag -1.1.
`c1ccc2c(c1)C(=NCC1CCCO1)NC2=NCC1CCCO1` (configuration not stated) gave M1 ag 0.322, M1 antagonist 0.607, HTR1A agonist -2.1, 5HT1E antag 0.0, S1P3 agonist 0.4, S1P1 ag pot -3.1, Jurkat tox 60K -6.5, 5-HT1A blocker -8.3 and 5HT1E ag -0.5.
Screening c1csc(-n2nc3ccccc3n2)c1 returned M1 ag -0.261, M1 antagonist 0.391, HTR1A agonist -4.0, 5HT1E antag -5.0, S1P3 agonist -0.9, S1P1 ag pot -2.1, Jurkat tox 60K 5.9, 5-HT1A blocker 0.9 and 5HT1E ag -0.5.
CC(C)(C)NC(=O)COC(=O)c1ccc(S(=O)(=O)N2CCCCCC2)cc1 was read as M1 ag -0.0194, M1 antagonist 0.0127, HTR1A agonist -1.6, 5HT1E antag -7.8, S1P3 agonist 0.5, S1P1 ag pot -4.8, Jurkat tox 60K -3.1, 5-HT1A blocker -5.1 and 5HT1E ag -0.4.
Screening CCc1nc2c3cnn(-c4cc(Cl)ccc4C)c3ncn2n1 returned M1 ag -0.296, M1 antagonist 0.475, HTR1A agonist 0.2, 5HT1E antag 3.4, S1P3 agonist -0.4, S1P1 ag pot -7.3, Jurkat tox 60K -0.1, 5-HT1A blocker -3.7 and 5HT1E ag -0.1.
Screening Clc1ccc(-c2nn3c(-c4ccccn4)nnc3s2)c(Cl)c1 returned M1 ag 1.89, M1 antagonist 0.124, HTR1A agonist -0.2, 5HT1E antag -6.8, S1P3 agonist -1.0, S1P1 ag pot -11.4, Jurkat tox 60K 4.9, 5-HT1A blocker -0.3 and 5HT1E ag 0.0.
For O=C(CN1C(=O)c2ccccc2C1=O)Nc1ccc2c(c1)OCO2 the results were M1 ag -0.686, M1 antagonist 0.275, HTR1A agonist -5.8, 5HT1E antag -3.6, S1P3 agonist -0.8, S1P1 ag pot -10.5, Jurkat tox 60K -3.0, 5-HT1A blocker 10.9 and 5HT1E ag 0.0.
For CCCc1nnc(NC(=O)CCC(=O)O)s1 the results were M1 ag -0.151, M1 antagonist 0.726, HTR1A agonist -3.2, 5HT1E antag -6.1, S1P3 agonist -0.3, S1P1 ag pot -13.0, Jurkat tox 60K -2.3, 5-HT1A blocker -0.3 and 5HT1E ag 0.0.
For O=C(CC1Sc2ccccc2NC1=O)Nc1cccc(-c2nnc3n2CCCCC3)c1 (configuration not stated) the results were M1 ag -0.00461, M1 antagonist -0.68, HTR1A agonist -1.6, 5HT1E antag 3.8, S1P3 agonist -0.4, S1P1 ag pot 5.5, Jurkat tox 60K -2.6, 5-HT1A blocker 9.9 and 5HT1E ag -0.1.
COc1ccccc1CC(=O)Nc1ccc(OC)c(OC)c1 was read as M1 ag -0.358, M1 antagonist 0.794, HTR1A agonist -1.7, 5HT1E antag 1.1, S1P3 agonist -0.8, S1P1 ag pot 1.5, Jurkat tox 60K 5.7, 5-HT1A blocker 2.9 and 5HT1E ag -0.5.
Screening CCCc1cc(=O)[nH]c(Nc2ccc(OC)c(Cl)c2)n1 returned M1 ag -0.429, M1 antagonist 0.438, HTR1A agonist -2.8, 5HT1E antag 0.3, S1P3 agonist -2.0, S1P1 ag pot 11.9, Jurkat tox 60K 1.2, 5-HT1A blocker 6.5 and 5HT1E ag 0.3.
Screening CCNC(=O)NC(=O)CSc1cccc(C(F)(F)F)c1 returned M1 ag -0.445, M1 antagonist -0.198, HTR1A agonist -1.4, 5HT1E antag 0.0, S1P3 agonist -0.6, S1P1 ag pot 8.3, Jurkat tox 60K 5.7, 5-HT1A blocker -2.4 and 5HT1E ag 0.1.
For CC(C)CNC(=O)c1cc(-c2ccc(Cl)c(Cl)c2)on1 the results were M1 ag -0.0192, M1 antagonist -0.601, HTR1A agonist 0.9, 5HT1E antag 0.9, S1P3 agonist 0.5, S1P1 ag pot 3.8, Jurkat tox 60K -7.5, 5-HT1A blocker 7.2 and 5HT1E ag -0.7.
`O=C(NCCc1ccccc1)c1nc2c(nnn2Cc2ccccc2Cl)c(=O)[nH]1` gave HTR1A agonist 1.6, 5HT1E antag 12.3, S1P3 agonist 0.1, S1P1 ag pot 23.6, Jurkat tox 60K 7.0, 5-HT1A blocker 10.3 and 5HT1E ag -0.4.

High-throughput results deposited in PubChem by several laboratories.
